uPA surface inh: qHTS for Inhibitors of Cell Surface uPA Generation | hit rate 0.31% among 330,000 | cell surface uPA generation assay, qHTS | AID 540303, 2011 | Potency, µM (doses to about 38.3 µM), for the others: top-dose activity change, negative = inhibition, actives largely listed as inhibitors; active means well fitted inhibition curve with a large enough effect; inconclusive means small, poorly fitted or top-dose-only effect; inactive means no such curve, though single readings can be large or run the other way; tested in mouse RAW 264.7 cells; further: potency means the concentration at half of the fitted maximal effect; nearly all actives have a fitted effect of over 55% in size
PKM2 act: qHTS Assay for Activators of Human Muscle isoform 2 Pyruvate Kinase; purified PKM2, Kinase-Glo ATP luminescence, activation; response scale: 0% is enzyme alone, no compound; Potency, µM (top dose mostly 57.5 µM), for inactives: at the top dose activation, usual class: activators; hit rate 0.34% among 260,000; further: potency means the concentration at half of the fitted maximal effect; nearly all actives have a fitted effect of over 55% in size
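ATP formation by purified human PK-M2, quantified via coupled luciferase luminescence after 1 h at room temperature with 0.1 mM ADP and 0.5 mM PEP final.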
GALK inhibitor: qHTS Assay for Inhibitors of Human Galactokinase (GALK). P51570. Purified GALK, Kinase-Glo residual ATP luminescence. Potency, µM (titrated, usually from 57.5 µM), for the others: at the top dose activity change, negative = inhibition, most hits filed as inhibitors. hit rate 0.007% among 270,000. AID 1868, 2009; further: potency means the concentration at half of the fitted maximal effect
Target sequence (P51570 whole entry, looked up): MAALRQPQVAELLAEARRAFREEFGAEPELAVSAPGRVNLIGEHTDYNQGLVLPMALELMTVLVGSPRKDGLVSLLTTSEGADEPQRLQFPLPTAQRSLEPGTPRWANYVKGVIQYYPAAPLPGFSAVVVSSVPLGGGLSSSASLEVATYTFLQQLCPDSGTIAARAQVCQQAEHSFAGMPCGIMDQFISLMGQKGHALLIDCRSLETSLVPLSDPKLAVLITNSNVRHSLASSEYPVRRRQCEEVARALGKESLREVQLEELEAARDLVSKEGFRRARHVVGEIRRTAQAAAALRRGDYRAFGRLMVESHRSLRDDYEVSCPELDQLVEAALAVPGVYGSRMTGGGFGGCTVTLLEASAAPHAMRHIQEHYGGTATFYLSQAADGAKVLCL
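The enzyme phosphorylates galactose (100 uM) using ATP (35 uM); inhibition is detected as higher residual ATP, quantified by bioluminescence after 1 h reaction at room temperature, pH 8.0.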
B2AR arrestin: qHTS assay of beta-arrestin-biased ligands of beta2-adrenergic receptor; Beta-2 adrenergic receptor (Homo sapiens), P07550; beta-arrestin recruitment to beta2AR, cell-based reporter; Potency, µM (series often up to 46.1 µM), without a hit: top-dose activation, hits mostly activators; hit rate 0.02% among 330,000;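 further: potency means the concentration at half of the fitted maximal effect; 0% = DMSO controls and full agonism = EC100 isoproterenol or metaproterenol; nearly all actives have a fitted effect of over 65% in size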
USP2a inh: qHTS Assay for Inhibitors of Ubiquitin-specific Protease USP2a Using CHOP2 as the Reporter; Ubiquitin carboxyl-terminal hydrolase 2 (Homo sapiens), O75604; USP2 core, Ub-CHOP2 coupled fluorogenic reporter, 485/531; hit rate 0.01% among 330,000; Potency, µM (highest dose often 38.3 µM), for the others: at the top dose activity change, negative = inhibition, actives largely listed as inhibitors;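 further: potency means the concentration at half of the fitted maximal effect; plate controls were DMSO wells for no effect and full inhibition by NEM control for full effect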
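Deubiquitinase activity read as fluorescence (485/531 nm) after Ub-CHOP2 cleavage activates the enterokinase reporter on its substrate; USP2 core 10nM, Ub-CHOP2 and substrate 25nM each, 30min compound preincubation then 60min RT; data normalized to NEM, curves fitted.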
BCR signal inh: qHTS Assay to Find Inhibitors of Chronic Active B-Cell Receptor Signaling. hit rate 0.05% among 340,000. ABC-DLBCL IkBa-CBG/CBR reporter, luminescence ratio, 4 h. Potency, µM (titrated, usually from 46.1 µM), inactives show top-dose ratio change, negative = lower green/red ratio, most hits filed as inhibitors; active means well fitted inhibition curve with a large enough effect in the signal ratio, with a control signal flat, not every such curve was filed as active; inconclusive means small, poorly fitted or top-dose-only effect, or effect the other way, or a change in a side signal; the % refers to the signal ratio;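 further: potency means the concentration at half of the fitted maximal effect; plate controls were basal doxycycline-induced cells for no effect and cells given 10 µM MG132 for full effect; MG132 reads +100%, hits lower the ratio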
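Cell line TMD8 (human ABC DLBCL), stably expressing tet-inducible CBG68-IkBa fusion and CBR; IMDM/0.5% FBS; cpd up to 46 uM; dox induction, 4 h, 37C/5% CO2; dual luminescence; green/red ratio; MG132 control.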
hERG WT inh: qHTS for Inhibitors of KCHN2 3.1: Wildtype qHTS | Voltage-gated inwardly rectifying potassium channel KCNH2 (Homo sapiens), Q12809 | U2OS, BacMam KCNH2, thallium flux FluxOr; active compounds read low | activity change, % at 1.84 µM | hit rate 0.37% among 340,000 | AID 720551, 2013;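 active means maximum activity change below -70%; inconclusive means maximum activity change between -70% and -50%; inactive means maximum activity change above -50%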
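U2OS cells transduced with wild-type KCNH2 virus are loaded with FluxOr dye for 45 min, and thallium flux is measured in kinetic reads before and after stimulation buffer. Rate constants are normalized to DMSO controls.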
Coupling enz: qHTS Assay for Inhibitors of Fructose-1,6-bisphosphate Aldolase from Giardia Lamblia: Coupling assay counterscreen | coupling enzyme system counterscreen, AmpLite Red fluorescence | activity change, negative = inhibition, % at 58.2 µM, hits read low | hit rate 0.67% among 290,000 | AID 2472, 2010; in the data active means activity change below about -30%
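Counterscreen of the coupled detection system alone, without aldolase: glyceraldehyde-3-phosphate coupling enzymes plus AmpLite Red readout. Compounds at 57.5 uM final, 10 min RT preincubation, 20 min RT reaction, fluorescence 525/598 nm.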
Eya2 phos inh: qHTS Assay for Inhibitors of the Phosphatase Activity of Eya2 | Protein phosphatase EYA2 (Homo sapiens), O00167 | recombinant Eya2, OMFP fluorescence dephosphorylation (OMFP is methylfluorescein phosphate) | Potency, µM (top dose mostly 76.9 µM), for inactives: at the top dose activity, negative = inhibition, hits mostly inhibitors | hit rate 0.006% among 330,000; further: potency means the concentration at half of the fitted maximal effect
Target sequence (O00167 whole entry, looked up): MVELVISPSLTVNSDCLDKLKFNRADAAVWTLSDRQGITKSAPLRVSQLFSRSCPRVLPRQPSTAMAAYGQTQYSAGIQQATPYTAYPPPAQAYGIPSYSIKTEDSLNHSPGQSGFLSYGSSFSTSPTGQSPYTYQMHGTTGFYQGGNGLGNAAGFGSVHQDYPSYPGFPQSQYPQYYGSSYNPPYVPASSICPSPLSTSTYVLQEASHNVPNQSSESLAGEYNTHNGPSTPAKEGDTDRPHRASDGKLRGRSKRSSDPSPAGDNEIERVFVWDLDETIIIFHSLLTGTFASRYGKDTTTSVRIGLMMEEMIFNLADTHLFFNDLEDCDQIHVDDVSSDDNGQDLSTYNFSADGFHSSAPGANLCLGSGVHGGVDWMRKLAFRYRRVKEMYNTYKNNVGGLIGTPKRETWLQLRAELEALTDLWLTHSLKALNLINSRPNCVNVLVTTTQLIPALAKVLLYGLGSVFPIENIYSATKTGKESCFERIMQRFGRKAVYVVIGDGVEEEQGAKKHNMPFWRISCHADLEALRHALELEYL
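Eya2 (0.2 uM) preincubated 10 min at ambient with compound, then OMFP substrate added at 50 uM; 10 min reaction in 50 mM HEPES pH 7.5, 50 mM NaCl, 5 uM MgCl2, 0.05% BSA, 1 mM DTT. Fluorescence read at Ex 485/Em 525 nm.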
KCNH2 3.1 inh: qHTS for Inhibitors of KCHN2 3.1: Mutant qHTS; hit rate 0.95% among 340,000; activity change, % (tested at about 1.8 µM); U2OS KCNH2 3.1, thallium flux FluxOr; active compounds read low; AID 720553, 2013; Potassium voltage-gated channel subfamily H member 2, brain isoform KCNH2 3.1 (human);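 active means maximum activity change below -70%; inconclusive means maximum activity change from -70% to -50%; inactive means maximum activity change above -50%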;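 further: thallium influx rate constant from kinetic fluorescence after stimulation buffer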
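Thallium flux read-out: FluxOr dye with Red40 quencher in HBSS/HEPES, 45 min at RT. Rate constants from kinetic reads were normalized to positive and negative DMSO controls. Cells: U2OS virally expressing the 3.1 isoform.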
Giardia killer: Small Molecules that selectively kill Giardia lamblia: qHTS; AID 540267, 2011; Giardia lamblia trophozoite viability; activity change, % at 7.66 µM, hits read low; hit rate 0.15% among 340,000; in the data active means activity change below about -80%; inconclusive means between about -30% and that limit;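 further: parasites exposed to compound for two days anaerobically before the ATP read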
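Media and compound were dispensed first, then trophozoites at 100 cells/well; plates sat 48 hrs at 37 deg C without oxygen before ATP luminescence reagent was added and read after 15-30 min at room temperature.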
An asterisk follows results filed as active; ? = inconclusive; nt = not tested or not shown; [ ] = another dose, or the depositor's remark. Unless noted, the call rests on the fitted dose curve; in most records, active means well fitted curve in the direction sought with a large enough effect; inconclusive means small, poorly fitted or top-dose-only effect, or another doubt; inactive means no such curve, though single readings can be large; an effect the other way counts as inactive or inconclusive. Unless noted, on the % scale 0 is the no-effect control and ±100 the full control effect. Compounds were not picked by outcome; 2.4% or so of the library scored in one or more.

SMILES	uPA surface inh	PKM2 act	GALK inhibitor	B2AR arrestin	USP2a inh	BCR signal inh	hERG WT inh	Coupling enz	Eya2 phos inh	KCNH2 3.1 inh	Giardia killer
O=C(/C=C/c1ccco1)Nc1ccc2nn(-c3ccccc3)nc2c1	-3%	21%	0%	-0.5%	5%	19%	5	-1	-3%	3	13
Cc1ccsc1C(=O)Nc1ccc(C(=O)O)cc1	-1%	-50%	7%	-0.4%	4%	?	-3	6	7%	2	-11
O=C(NC(Cc1ccccc1)C(=O)O)/C(=C\c1ccccc1)NC(=O)c1ccco1 (configuration not stated)	4%	nt	1%	-0.3%	0%	3%	-5	0	-5%	-2	4
O=C(NC(=O)c1ccccc1O)c1ccc(C(F)(F)F)cc1	2%	-15%	4%	-0.5%	2%	?	2	2	3%	0	-9
CCN(C(=O)c1cc2c(=O)[nH]c3ccc(C)cc3c2s1)c1ccc(F)cc1	-15%	0%	-2%	-0.9%	3%	9%	-7	1	-5%	1	-14
COc1ccc(NC(=O)CN(C)C(=O)c2ccc3ccccc3c2)cc1	-1%	nt	nt	0.2%	0%	0%	7	nt	-18%	5	1
CCOC(=O)CNC(=S)N(Cc1cccs1)C1CCCCC1	4%	2%	1%	0.0%	3%	0%	-1	-1	1%	-11	-10
CCc1ccccc1NC(=O)CN(c1ccc(OC)cc1OC)S(=O)(=O)c1ccccc1	-19%	-2%	2%	-0.2%	0%	2%	-27	3	-10%	14	-4
NNc1nc(-c2ccccc2)c2ccccc2n1	nt	0%	4%	0.3%	2%	?	2	-1	-1%	-4	-18
Cc1c(C(=O)Oc2ccc(F)cc2)sc2ncn(Cc3cccc(F)c3)c(=O)c12	4%	1%	2%	0.1%	-2%	0%	6	0	-6%	-44	12
Cc1ccccc1C=Nc1ccccc1C(N)=O	-6%	-22%	3%	0.4%	0%	0%	4	-1	6%	-10	-3
Cc1cc(C)cc(NC(=O)Nc2ccc(NC(=O)c3ccccc3O)cc2)c1	3%	nt	0%	-0.4%	6%	?	-3	1	4%	-3	-19

The list goes on; the last two above are carried over.
SMILES	uPA surface inh	PKM2 act	GALK inhibitor	B2AR arrestin	USP2a inh	BCR signal inh	hERG WT inh	Coupling enz	Eya2 phos inh	KCNH2 3.1 inh	Giardia killer
Cc1ccccc1C=Nc1ccccc1C(N)=O	-6%	-22%	3%	0.4%	0%	0%	4	-1	6%	-10	-3
Cc1cc(C)cc(NC(=O)Nc2ccc(NC(=O)c3ccccc3O)cc2)c1	3%	nt	0%	-0.4%	6%	?	-3	1	4%	-3	-19
COCc1nc2ccccc2n1Cc1ccccc1	-1%	-5%	-1%	-0.4%	2%	20%	-27	2	20%	0	-3
Cc1ccc(NC(=O)COC(=O)CSCC(=O)Nc2cc(C)on2)c(C)c1	-4%	nt	nt	-0.1%	0%	2%	-7	nt	-25%	-5	-5
O=C(O)CCC(=O)Nc1nc2ccccc2s1	-2%	3%	-2%	-0.3%	5%	?	-12	2	-10%	11	17
O=C(COC(=O)c1ccccc1Oc1ccccc1)NCc1ccco1	1%	11%	-1%	0.4%	-1%	1%	-2	1	-2%	11	-21
COc1cccc(/C=C/C(=O)OCC(=O)Nc2ccc(Cl)c(S(=O)(=O)N(C)C)c2)c1	3%	0%	0%	-0.3%	3%	?	1	0	1%	-9	9
O=C(Cn1nc(-c2cccc(Cl)c2)ccc1=O)Nc1ccc(C(=O)NC2CC2)cc1	-2%	2%	2%	3.3%	1%	?	13	2	2%	1	-12
Cc1c(/C=N/NC(=O)c2ccc(O)cc2)c2ccccn2c1C(=O)c1ccc(F)cc1	-7%	1%	-1%	2.0%	-1%	?	-5	-1	0%	-11	-15
Clc1cccc(-c2nn3c(-c4cccc(Cl)c4)nnc3s2)c1	nt	13%	3%	-0.9%	3%	-1%	nt	8	-6%	nt	nt
CC(C)OC(=O)/C(C#N)=C\c1cccnc1	4%	8%	-1%	0.2%	-1%	4%	nt	0	-14%	-3	19
Cc1cc(C)cc(NS(=O)(=O)c2ccc3[nH]c(=O)ccc3c2)c1	-18%	nt	-1%	-0.4%	5%	1%	8	0	5%	9	2
N#C/C(=C\c1ccccc1C(=O)O)c1nc2ccccc2[nH]1	6%	nt	-4%	-0.3%	-1%	?	6	-1	4%	-3	10
COc1cc(CNCc2ccc(Br)cc2)cc(OC)c1	7%	nt	1%	-0.9%	4%	3%	14	2	-4%	-23	11
CC1Oc2ccccc2OC1(O)c1ccccn1 (configuration not stated)	-2%	1%	1%	-0.9%	2%	-24%	0	0	2%	3	-2
COc1ccc(NC(=O)c2cncc(Br)c2)cc1S(N)(=O)=O	3%	1%	-3%	0.1%	1%	2%	3	0	2%	-12	10
CCSc1ccc(NC(=O)c2cccnc2)cc1	-1%	-3%	2%	0.3%	0%	-30%	2	-2	-6%	1	-9
CNC(=O)N(O)C1N(/N=C/c2cc(Br)ccc2O)C(=S)SC1(C)C (configuration not stated)	6%	nt	2%	0.2%	0%	1%	2	0	6%	2	2
Cc1ccccc1NC(=O)c1cccc(Cn2cc(Br)c([N+](=O)[O-])n2)c1	4%	1%	-2%	-0.3%	3%	-13%	-10	0	0%	15	-15
CCOc1ccccc1Oc1c(C)oc2c(CN3CCN(CCO)CC3)c(O)ccc2c1=O	-2%	-4%	0%	-1.5%	1%	5%	-2	0	-2%	-1	-6
COc1ccc(C(=O)N(C)Cc2ccc(C)o2)cc1OC1CCN(C(C)C)CC1	-19%	-6%	-5%	-0.1%	0%	2%	14	nt	-8%	10	-7
Cc1ccc(C2CC(c3ccc(NS(C)(=O)=O)cc3)=NN2C(=O)c2ccco2)cc1 (configuration not stated)	-5%	?	-3%	0.0%	-2%	?	-11	-1	-4%	?	3
Cc1ccc(NC(=S)NC(=O)C2CCCCC2)c(Br)c1	5%	nt	nt	0.1%	3%	?	-3	nt	-1%	7	6
Cn1nnc(NC(=O)/C=C/c2ccco2)n1	-1%	1%	1%	0.4%	1%	3%	3	0	-3%	24	-3
O=C(NCc1ccccn1)c1ccc(/C=N/O)nc1	-1%	9%	1%	-0.8%	1%	0%	-10	0	-7%	-18	2
O=C(c1cccc([N+](=O)[O-])c1)N1CCN(S(=O)(=O)/C=C/c2ccccc2)CC1	-3%	nt	nt	0.1%	0%	-3%	44	nt	-2%	12	26
O=C1CC(SC(=Nc2ccccc2)Nc2ccccc2)C(=O)N1c1ccc(Cl)c(Cl)c1 (configuration not stated)	?	-6%	nt	6.6%	-5%	?	6	-8	13%	2	7
OCCN(/C=N/c1nc(-c2ccc(Br)cc2)cs1)CCO	-10%	5%	1%	-0.2%	2%	?	1	-2	-1%	-19	13
O=C(COc1ccc(-n2cnnn2)cc1)Nc1ccccc1Cl	3%	-1%	-1%	-0.1%	1%	-15%	3	-1	-18%	23	26
CCOC(=O)C1CCN(C(=O)Cn2nc(C)n3c(cc4cc(C)ccc43)c2=O)CC1	6%	5%[0.46 µM]	6%	-0.1%	-3%	-7%	-1	-5	-3%	35	-3
CCOc1ccc(N2C(=O)CC(NCC3CCCO3)C2=O)cc1 (configuration not stated)	5%	2%	8%	-0.1%	0%	-1%	8	3	-1%	-7	-2
CCC(C)C(NC(=O)C(C)NC(=O)CNC(=O)CNC(=O)OCc1ccccc1)C(=O)OC (configuration not stated)	-4%	2%	-2%	0.3%	5%	?	0	0	4%	19	-10
CCCN(Cc1ccccc1)S(=O)(=O)c1ccc(N2C(=O)CCC2=O)cc1	4%	24%	4%	0.4%	-3%	8%	-4	5	21%	-21	1
CCc1ccc(NC(=O)C2CCN(S(=O)(=O)c3cnc[nH]3)CC2)cc1	1%	nt	0%	-0.3%	3%	0%	-24	0	6%	13	-7
COc1ccc(OCC(=O)NNC(=O)c2nn(C)c(=O)c3ccccc23)cc1	1%	8%	4%	-0.8%	0%	0%	-17	1	4%	-4	13
Cc1cc(C(=O)OCC(=O)NCc2cccs2)c2ccccc2n1	1%	8%	15%	-0.3%	4%	0%	-16	1	5%	15	1
Cc1ccsc1C(=O)NNC(=O)c1ccc(NS(=O)(=O)c2cccs2)cc1	7%	nt	nt	-0.4%	0%	-3%	-1	nt	10%	10	-15
Cc1cc(C)cc(N(C(C)C(=O)N2CCCC2)S(C)(=O)=O)c1 (configuration not stated)	3%	-2%	-1%	0.9%	-1%	0%	-1	0	13%	1	1

Screening data as filed in PubChem.
